GLS inh – qHTS for Inhibitors of Glutaminase (GLS) | GLS enzymatic activity, qHTS titration | Potency, µM (doses to about 45.5 µM), for the others: at the top dose activity change, negative = inhibition, actives largely listed as inhibitors | actives 0.21% (n = 410,000) | AID 624170, 2012; also: potency is read from the fitted curve at half-maximal effect; % is scaled to controls: 0 for no effect and ±100 for the full control effect
Target sequence (O94925 whole entry, looked up): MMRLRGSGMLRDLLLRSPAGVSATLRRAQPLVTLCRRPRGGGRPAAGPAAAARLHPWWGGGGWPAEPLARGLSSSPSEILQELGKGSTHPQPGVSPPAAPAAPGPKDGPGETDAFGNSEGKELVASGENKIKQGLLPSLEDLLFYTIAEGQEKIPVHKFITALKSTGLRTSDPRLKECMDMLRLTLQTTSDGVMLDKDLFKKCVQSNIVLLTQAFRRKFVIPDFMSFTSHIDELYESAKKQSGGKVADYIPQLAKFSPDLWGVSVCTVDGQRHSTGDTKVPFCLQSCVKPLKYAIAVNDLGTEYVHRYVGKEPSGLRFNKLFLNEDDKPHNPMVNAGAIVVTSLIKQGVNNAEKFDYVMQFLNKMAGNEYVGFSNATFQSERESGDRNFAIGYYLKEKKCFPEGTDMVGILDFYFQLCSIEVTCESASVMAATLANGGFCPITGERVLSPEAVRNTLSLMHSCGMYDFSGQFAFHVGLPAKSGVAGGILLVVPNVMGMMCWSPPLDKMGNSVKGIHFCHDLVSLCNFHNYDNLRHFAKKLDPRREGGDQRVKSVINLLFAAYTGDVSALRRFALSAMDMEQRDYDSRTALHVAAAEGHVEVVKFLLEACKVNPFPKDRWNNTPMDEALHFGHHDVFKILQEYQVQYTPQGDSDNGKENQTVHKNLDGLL
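Read-out is an Amplex red fluorescence increase coupled through glutamate oxidase and HRP, measured before and after 30 min room-temperature incubation. hKGA is in 45 mM KH2PO4 (pH 8.2) with 0.02% Tween-20; glutamine added as 1mM solution.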
rTrxR1 inhibitor – qHTS Assay for Inhibitors of Mammalian Selenoprotein Thioredoxin Reductase 1 (TrxR1): qHTS; AID 588453, 2011; Thioredoxin reductase 1, cytoplasmic (Rattus norvegicus), O89049; recombinant rTrxR1, NADPH fluorescence consumption, selenite substrate; Potency, µM (top dose mostly 114 µM), for inactives: top-dose activity change, negative = inhibition, hits mostly inhibitors; actives 1% (n = 390,000); also: potency is read from the fitted curve at half-maximal effect; % is scaled to controls: 0 for no effect and ±100 for the full control effect; nearly all actives have a fitted effect of over 65% in size
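Rat TrxR1 (90 nM in the dispensed reagent) was pre-reduced with 400 uM NADPH for 5 min at room temperature, then incubated with compound for 15 min. After 400 uM selenite was added, NADPH fluorescence (Ex 340/Em 450 nm) was followed for 8 min.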
Pin1 inh – qHTS Assay to Find Inhibitors of Pin1. Peptidyl-prolyl cis-trans isomerase NIMA-interacting 1 (Homo sapiens), Q13526. Pin1 FP peptide displacement, HiFluor488, 10 min. Potency, µM (top dose mostly 115 µM), without a hit: at the top dose activity, negative = inhibition, most hits filed as inhibitors. actives 0.009% (n = 390,000). AID 504891, 2011; active = well fitted inhibition curve with a large enough effect in the polarisation, with a control signal flat, not every such curve was filed as active; inconclusive = small, poorly fitted or top-dose-only effect, or effect the other way, or a change in a side signal; inactive = no such curve, though single readings can be large or run the other way; the % refers to the polarisation; also: potency is read from the fitted curve at half-maximal effect; % is scaled to controls: 0 for no effect and ±100 for the full control effect
IDH1 R132H inh – qHTS for Inhibitors of mutant isocitrate dehydrogenase 1 (IDH1): qHTS; Isocitrate dehydrogenase [NADP] cytoplasmic (Homo sapiens), O75874; IDH1-R132H enzyme, NADPH consumption, diaphorase/resazurin fluorescence; Potency, µM (titrated, usually from 76.6 µM), without a hit: at the top dose activity change, negative = inhibition, hits mostly inhibitors; actives 0.093% (n = 390,000); AID 602179, 2012; also: potency is read from the fitted curve at half-maximal effect; % is scaled to controls: 0 for no effect and ±100 for the full control effect; nearly all actives have a fitted effect of over 65% in size
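IDH1-R132H (0.5 ug/mL dispensed) in pH 7.5 Tris buffer was preincubated 30 min with compound, then given a substrate mix of 0.016 mM NADPH and 2 mM alpha-KG for 80 min at room temperature; remaining NADPH was read by diaphorase/resazurin fluorescence.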
Tb PGK inh – qHTS Assay to Find Inhibitors of Phosphoglycerate Kinase; Potency, µM (titrated, usually from 57.5 µM), for inactives: at the highest dose activity change, negative = inhibition, hits mostly inhibitors; actives 0.043% (n = 380,000); PGK/GAPDH coupled, Kinase-Glo luminescence, 60 min; also: potency is read from the fitted curve at half-maximal effect; % is scaled to controls: 0 for no effect and ±100 for the full control effect; nearly all actives have a fitted effect of over 60% in size
Target sequence (P07378 whole entry, looked up): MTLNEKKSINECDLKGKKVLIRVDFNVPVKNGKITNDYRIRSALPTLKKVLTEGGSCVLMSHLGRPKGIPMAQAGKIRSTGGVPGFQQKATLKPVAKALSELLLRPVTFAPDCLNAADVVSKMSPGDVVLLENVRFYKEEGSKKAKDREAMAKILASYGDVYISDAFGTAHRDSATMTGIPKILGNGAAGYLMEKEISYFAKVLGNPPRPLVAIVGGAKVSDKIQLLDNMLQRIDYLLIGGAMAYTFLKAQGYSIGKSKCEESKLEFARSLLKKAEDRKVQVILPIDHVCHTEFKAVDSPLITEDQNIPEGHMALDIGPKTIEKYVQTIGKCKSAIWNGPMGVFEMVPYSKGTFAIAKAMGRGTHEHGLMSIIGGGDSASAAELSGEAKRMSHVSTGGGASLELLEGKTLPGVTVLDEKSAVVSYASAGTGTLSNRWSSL
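Recombinant glycosomal PGK reaction used 1,3-bisphosphoglycerate generated in-well by GAPDH (100nM final) in 100mM TEA pH 7.6, 5mM MgCl2, 0.01% Tween-20. After 60 minutes at room temperature, ATP was read by Kinase-Glo Plus luminescence end-point.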
TrxR1 substrate – qHTS Assay for Substrates of Mammalian Selenoprotein Thioredoxin Reductase 1 (TrxR1): qHTS. purified TrxR1 substrate turnover, NADPH consumption readout. Thioredoxin reductase 1, cytoplasmic (Rattus norvegicus), O89049. actives 0.01% (n = 390,000). Potency, µM (doses to about 114 µM), inactives show at the highest dose activity change, negative = substrate turnover. AID 588456, 2011; also: potency is read from the fitted curve at half-maximal effect; % is scaled to controls: 0 for no effect and ±100 for the full control effect; nearly all actives have a fitted effect of over 50% in size
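Rat TrxR1, dispensed at 90 nM, was prereduced with 400 uM NADPH (final) for 5 min at ~22 deg C, then incubated with compound 15 min before 400 uM selenite. A first-read NADPH fluorescence drop versus no-compound background flagged substrates.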
HP1b chromo inh – HTS for Inhibitors of HP1-beta Chromodomain Interactions with Methylated Histone Tails. AlphaScreen HP1-beta / biotin-H3K9me3 peptide binding. Potency, µM (top dose mostly 114 µM), without a hit: at the top dose activity change, negative = inhibition, hits mostly inhibitors. actives 0.56% (n = 390,000). AID 540317, 2011; also: potency is read from the fitted curve at half-maximal effect; nearly all actives have a fitted effect of over 70% in size; inactives centre near 23
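HP1-beta protein (50 nM final) preincubated 30 min at room temperature with biotinylated H3(1-18)K9me3 peptide (50 nM) in PBS pH 7.4, 0.01% Tween-20, then compound added for 30 min. AlphaScreen streptavidin donor/nickel chelate acceptor beads (10 ug/mL final), 30 min dark, luminescence read.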
USP1-UAF1 inh – Inhibitors of USP1/UAF1: Primary Screen; Potency, µM (doses to about 57.1 µM), without a hit: at the top dose activity change, negative = inhibition, most hits filed as inhibitors; actives 0.23% (n = 390,000); recombinant USP1/UAF1, Ub-Rhodamine cleavage fluorescence; also: potency is read from the fitted curve at half-maximal effect; % is scaled to controls: 0 for no effect and ±100 for the full control effect; nearly all actives have a fitted effect of over 60% in size; inactives centre near -12
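1 nM enzyme complex + cpd, 15 min RT; start with Ub-Rho 150nM final; kinetic fluorescence ex 480/em 540, 6 reads q60 s. Buffer 50mM HEPES pH 7.8, 0.5mM EDTA, 0.1 mg/ml BSA, 1mM TCEP, 0.01% Tween-20.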
PI4K2A inh – qHTS for small molecular inhibitors of PI4K2A; Phosphatidylinositol 4-kinase type 2-alpha (Homo sapiens), Q9BTU6; purified PI4K2A, ADP-Glo luminescence, 1 h; stronger effect = lower value; activity change, negative = inhibition, % at 76.9 µM; actives 0.13% (n = 420,000); AID 1346378, 2018; in the data active = activity change below about -50%; inconclusive = mostly about -30% to -49%;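 also: -100% = wells without enzyme as full effect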
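ADP-Glo luminescence measured ADP generated by PI4K2A enzyme (4 ug/mL before mixing) with 1.2 mM PI substrate (pre-mix) and 300 microM ATP (pre-mix). Tris pH7.5 buffer with MgCl2, Triton X-100; 1 h reaction at ambient temperature.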
An asterisk follows results filed as active; i = inactive; ? = inconclusive; . = not tested or not shown; [ ] = remark or other dose. Unless noted, calls follow the shape of the dose curve; as a rule, active = well fitted curve in the direction sought with a large enough effect; inconclusive = small, poorly fitted or top-dose-only effect, or another doubt; inactive = no such curve, though single readings can be large; an effect the other way counts as inactive or inconclusive.

SMILES	GLS inh	rTrxR1 inhibitor	Pin1 inh	IDH1 R132H inh	Tb PGK inh	TrxR1 substrate	HP1b chromo inh	USP1-UAF1 inh	PI4K2A inh
Cn1nc(-c2ccc(C(=O)NC3CCCCC3)cc2)c2ccccc2c1=O	4%	14%[57.1 µM]	0%	-2%	13%	5%[57.1 µM]	8%	-15%	1
CCc1nc(SCc2ccc([N+](=O)[O-])cc2)n[nH]1	10%	-12%	-4%	6%	16%	-8%	26%	1%	2
FC(F)(F)c1ccc(-n2cnc3ccccc32)nc1	-3%	-32%	1%	9%	5%	?	39%[activator]	-1%	2
O=C(N/N=C/c1ccccn1)c1c[nH]c2ccccc12	1%	4%[57.1 µM]	0%	3%	-6%	-4%[57.1 µM]	32%	-7%	-3
Cc1nn(C)cc1/C=N\NC(=O)c1ccc(Cn2cc(Cl)cn2)cc1	-3%	-4%[57.1 µM]	2%	1%	-3%	8%[57.1 µM]	52%[activator]	-7%	-2
Cc1ccccc1OCC(=O)NCC(c1cccs1)N1CCOCC1 (configuration not stated)	2%	8%	-5%	1%	0%	4%	4%	-14%	-4
Cc1cccc(NC(=O)C2CCCN(c3nc4ccccc4s3)C2)c1C (configuration not stated)	-6%	1%	2%	16%	-6%	-1%	33%	-23%	4
COc1ccc(-c2cn3nc(N4CCCC(C(=O)NCc5ccccc5OC)C4)sc3n2)cc1 (configuration not stated)	-2%	19%	0%	-2%	5%	-4%	6%	-9%	-1
Brc1ccc(Oc2ncc(CN3CCN(c4ccccc4)CC3)s2)cc1	24%	-1%	-5%	-6%	6%	-7%	9%	-2%	-3
COc1ccccc1/C=N/NC(=O)CC(=O)NC1CCCCC1	-1%	23%	-2%	12%	-11%	6%	56%[activator]	-23%	0
Cc1ccc(Cc2nc3ccccc3nc2SCC(=O)N2CCCCC2)cc1	-4%	6%[57.1 µM]	2%	7%	i	-4%[57.1 µM]	30%[57 µM]	-17%	-2
CC(=O)N1CCN(Cc2nc3cc(NC(=O)c4cccs4)ccc3n2C)CC1	-15%	21%[57.1 µM]	0%	2%	i	-10%	24%	-21%	1
CCOc1ccc(CN2CCN(Cc3cnc(N4CCOCC4)s3)CC2CCO)cc1 (configuration not stated)	6%	13%	-3%	-3%	-6%	0%	34%	-5%	-3
O=C(NCCCc1cnc[nH]1)NCCCN(Cc1ccc(Cl)cc1)c1ccc(Br)cn1	.	18%	-1%	.	.	-5%	?	.	.
c1ccc(CSc2nnc(Cc3ccccc3)o2)cc1	-18%	14%[57.1 µM]	0%	2%	-3%	2%[57.1 µM]	46%[activator]	0%	-3
CN(c1ccccc1)S(=O)(=O)c1nnc(NC(=O)c2ccccc2)s1	-1%	10%	32%[activator]	19%	-1%	3%	16%	-10%	3
Clc1ccc(-c2nn3cnnc3s2)c(Cl)c1	-6%	-11%[57.1 µM]	-1%	0%	-3%	7%[57.1 µM]	46%[activator]	-8%	1
CSc1cccc(NC(=O)C(C)NS(=O)(=O)c2ccc(F)cc2)c1 (configuration not stated)	10%	7%	-4%	3%	-5%	-5%	32%	-5%	3
CCCc1c(C)nc2ccc(OC)cc2c1SCCC(=O)O	18%	5%[57.1 µM]	?	4%	0%	11%[57.1 µM]	27%	-4%	7
CCC(C)(C)NC(=O)/C=C/c1cnc2ccccc2n1	-6%	-9%	1%	6%	.	-2%	50%[activator]	-19%	-2
CCOC(=O)c1c(NC(=O)COc2ccc(F)cc2)sc2c1CCC(C)C2 (configuration not stated)	-3%	0%	2%	-6%	1%	-3%	7%	-9%	0
c1cncc(CNc2ncnc3sc4c(c23)CCC4)c1	1%	11%	-5%	-6%	i	5%	34%	-26%	5
O=C(CSc1nnc(-c2cccnc2)n1Cc1ccco1)c1ccc2ccccc2c1	19%	?	?	17%	0%	-4%	-2%	-6%	-24
Cc1ccc(C)c(OCCC(=O)OCC(=O)NC2CCCC2)c1	2%	6%	3%	0%	-12%	-7%	27%	-7%	-2
CC1=C(C(=O)N2CCOCC2)CC(CC(=O)NCCN2CCOCC2)C(=O)N1Cc1ccc(C(C)(C)C)cc1 (configuration not stated)	0%	.	.	9%	7%	.	.	-4%	2

Some values from the list:
HP1b chromo inh result of Brc1ccc(Oc2ncc(CN3CCN(c4ccccc4)CC3)s2)cc1 stands at 9%
GLS inh result of Cc1ccccc1OCC(=O)NCC(c1cccs1)N1CCOCC1 (configuration not stated) stands at 2%

Additional entries follow:
SMILES	GLS inh	rTrxR1 inhibitor	Pin1 inh	IDH1 R132H inh	Tb PGK inh	TrxR1 substrate	HP1b chromo inh	USP1-UAF1 inh	PI4K2A inh
CCOc1ccc(CNC(=O)c2ccc3c(c2)N(Cc2ccccc2)CCS3)cc1	-7%	78%[activator]	2%	.	.	62%[activator]	14%	-24%	-4
CCCCN(C)CCNC(=O)CCn1nc(-c2ccc(C)cc2)ccc1=O	-3%	4%[57.1 µM]	8%	7%	7%	14%[57.1 µM]	14%	-1%	-17
COc1ccc(OC)c(NC(=O)c2nnn(CC(=O)Nc3ccc4c(c3)OCO4)c2N)c1	-16%	19%	7%	6%	0%	5%	47%[activator]	-20%	-6
O=C(CCCCC(=O)NNC(=O)COc1ccccc1)NNC(=O)COc1ccccc1	-1%	-2%	0%	-3%	-4%	-6%	21%	-19%	-6
CC(C)CC(C(=O)O)N1C(=O)[C@@H]2[C@H](C1=O)[C@@H]1C[C@H]2C(Br)C1Br (some centres not stated)	4%	-9%	-4%	4%	i	-9%	32%	-11%	3
COC(=O)c1ccc(Nc2cc(C)nc3nc(C)nn23)cc1	12%	13%[57.1 µM]	1%	-5%	-4%	8%[57.1 µM]	52%[activator]	-16%	-6
O=C(Nc1ccc(NC(=O)C2CC2)nc1)c1ccncc1	-8%	9%	-8%	0%	4%	2%	29%	-18%	-7
COc1cccc(Cn2nnc(C(=O)NCc3ccc4c(c3)OCO4)c2N)c1	0%	13%[57.1 µM]	18%	-2%	i	4%[57.1 µM]	14%	-15%	-2
COc1ccc(OC)c(CCNC(=O)CC2(CC3=NS(=O)(=O)c4ccccc4N3)CCCC2)c1	1%	39%[activator]	0%	-1%	3%	5%	36%	-25%	-3
CCC1=C(c2ccc(C)cc2)S(=O)(=O)N=C1N1CCC(C(=O)NCc2ccc(N(C)C)cc2)CC1	6%	8%[57.1 µM]	4%	0%	5%	-1%[57.1 µM]	-21%	-13%	-1
CC1CCCN(C(=O)COC(=O)c2cc(-c3cccs3)nn2-c2ccccc2)C1 (configuration not stated)	3%	21%	24%	0%	-6%	-1%	12%	0%	-7
C=CCNc1nc(N2CCCCC2)c(C#N)c2c1CN(Cc1ccccc1)CC2	9%	2%[57.1 µM]	5%	4%	-7%	2%[57.1 µM]	3%	-16%	0
CC1CCN(CCCNC(=O)c2cc3sccc3n2C)CC1	0%	11%	5%	1%	3%	4%	16%	-6%	-1
Cc1cc(C(=O)COc2ccc(Cl)cc2Br)c(C)n1C	2%	6%[57.1 µM]	-5%	-10%	5%	-3%	?	-6%	-4
COc1ccccc1CC(NC(C)=O)C(=O)NC1CCN(C(=O)Nc2cccc(F)c2)CC1 (configuration not stated)	-3%	25%[57.1 µM]	-2%	3%	3%	10%[57.1 µM]	13%	-17%	1
COc1ccc(CN(C)Cc2c(O)ccc3ccccc23)cc1	16%	?	-3%	4%	-7%	14%	54%[activator]	-27%	2
CCOC(=O)C(=CNc1cc(C(F)(F)F)ccc1N1CCOCC1)C(=O)OCC	0%	21%	0%	-5%	0%	-7%	44%[activator]	-14%	3
Cc1csc(NC(=O)C2CCCO2)n1 (configuration not stated)	-2%	13%	-8%	0%	-3%	8%	33%	-11%	3
O=C(CCC(=O)N1CCN(S(=O)(=O)c2ccc(Cl)cc2)CC1)NCc1cccc(C(F)(F)F)c1	-1%	18%	-6%	2%	-7%	-2%	33%[activator]	-8%	-2
Cc1cccc(-c2noc(CN(C(C)C)S(=O)(=O)c3ccc(F)cc3)n2)c1	3%	12%[57.1 µM]	14%	0%	-7%	9%[57.1 µM]	73%[activator]	-19%	-5
O=S(=O)(NCc1ccccc1)c1ccccc1NCc1ccc(Cl)cc1	-8%	17%	0%	14%	-1%	5%	64%[activator]	-21%	1
COC(=O)Cc1coc2cc(OC)ccc12	0%	6%	7%	6%	3%	-1%	56%[activator]	-8%	0

Screening results deposited in PubChem by National Center for Advancing Translational Sciences (NCATS).

This is a subset; rates above refer to the full screens.
